# Screening data (PubChem)
# IL1B secr inh – inhibitors of inflammasome signaling (IL-1 beta secretion); THP-1 LPS/ATP IL-1B secretion, AlphaLISA, 16 h; active compounds read low; activity change, % at 57.5 µM; hit rate 4.7% among 360,000; in the data active = activity change below about -50%; inconclusive = mostly about -30% to -49%; also: % is scaled to controls: 0 for no effect and ±100 for the full control effect
#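 THP-1 cells pretreated 1 hr with compounds (up to 57.5 uM final), then stimulated with LPS (250 ng/mL final) plus ATP (1.25 mM final); secreted IL-1B measured by AlphaLISA after 16 hr, decreased signal indicating inhibition.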
# KB-3-1 cytotox – kills parental KB-3-1 adenocarcinoma cells; AID 1347075; Potency, µM (titrated, usually from 46.1 µM), inactives show at the top dose activity change, negative = cytotoxic, hits mostly cytotoxic; KB-3-1 viability, CellTiter-Glo ATP luminescence, 72 h; hit rate 1.4% among 400,000; also: potency is read from the fitted curve at half-maximal effect; % is scaled to controls: 0 for no effect and ±100 for the full control effect; nearly all actives have a fitted effect of over 60% in size
#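 KB-3-1 cells, DMEM (no phenol red) + 10% FBS; compound by pin transfer, 72 h, 37 °C. Readout: CellTiter-Glo luminescence after 10 min. Data normalized, curve-fitted.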
# HT1080 IDH1KD tx – toxicity to HT-1080 IDH1 knockdown cells (counter line); HT-1080 IDH1 knockdown viability, ATP luminescence, 48 h; Potency, µM (highest dose often 46.1 µM), for the others: top-dose activity, negative = toxicity, actives largely listed as cytotoxic; hit rate 2% among 360,000;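 also: potency is read from the fitted curve at half-maximal effect; 0% = DMSO wells and -100% = cell-free medium wells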
#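 % activity derives from luminescence (CellTiter-Glo), normalised to DMSO and no-cell wells. HT-1080-IDH1KD cells, 750/well, had 48 h compound exposure at 37 °C.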
# WRN helicase inh – inhibitors of human WRN helicase; Q14191; hit rate 0.46% among 360,000; Potency, µM (highest dose often 114 µM), inactives show top-dose activity change, negative = inhibition, usual class: inhibitors; WRN helicase unwinding, fluorescent forked duplex, kinetic; also: potency is read from the fitted curve at half-maximal effect; % is scaled to controls: 0 for no effect and ±100 for the full control effect; nearly all actives have a fitted effect of over 55% in size
#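 Screening of the MLSMR collection measured strand separation of a quenched forked DNA duplex (100 nM) by 20 nM WRN with 2 mM ATP, all final. Compounds were preincubated with enzyme 15 min at room temperature.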
# MCF10A rerep – DNA re-replication induction in MCF 10a cells; hit rate 2.9% among 350,000; MCF 10A DNA re-replication, Hoechst nuclear intensity, 48 h; Potency, µM (top dose mostly 46.1 µM), without a hit: top-dose activity, positive = re-replication, actives largely listed as activators; also: potency is read from the fitted curve at half-maximal effect; % of control where 0% means no effect; nearly all actives have a fitted effect of over 50% in size
# SW480 rereplic – inducers of DNA re-replication in SW480 colon cancer cells. SW480 DNA re-replication, Hoechst DNA content imaging, 48 h. Potency, µM (doses to about 46.1 µM), without a hit: at the top dose re-replication activation, actives largely listed as activators. hit rate 1.8% among 340,000; also: potency is read from the fitted curve at half-maximal effect; % of control where 0% means no effect; nearly all actives have a fitted effect of over 55% in size
#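 SW480 cells exposed to compounds for 48 hr at 37 C, 5% CO2, then Hoechst-stained 40 min. Nuclear DNA content imaged by fluorescence scanning (405 nm excitation, 500-530 nm emission); re-replication scored as increased high-intensity nuclei.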
# ATXN2 expr inh – reduces ATXN2 reporter expression in HEK-293 cells | HEK-293 ATXN2-luciferase reporter, luminescence, 24 h | Potency, µM (top dose mostly 57 µM), for the others: top-dose activity change, negative = inhibition, most hits filed as inhibitors | hit rate 0.72% among 360,000; also: potency is read from the fitted curve at half-maximal effect; % is scaled to controls: 0 for no effect and ±100 for the full control effect; nearly all actives have a fitted effect of over 55% in size
#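 ATXN2-luciferase reporter cells (luciferase flanked by upstream and downstream ATXN2 gene portions) were treated 24 h at 37 °C with compounds at up to 57 uM. SteadyGlo luminescence gave expression; GF-AFC fluorescence gave viability.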
# KB-V1 cytotox – kills drug-selected multidrug resistant KB-V1 cells. KB-V1 MDR cells viability, CellTiter-Glo, 72 h. Potency, µM (highest dose often 46.1 µM), for the others: at the top dose activity change, negative = cytotoxicity, hits mostly cytotoxic. hit rate 3.4% among 400,000. AID 1347076; also: potency is read from the fitted curve at half-maximal effect; % is scaled to controls: 0 for no effect and ±100 for the full control effect; nearly all actives have a fitted effect of over 60% in size
#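 Potencies derive from concentration-effect curves fitted to normalized luminescence (CellTiter-Glo) of KB-V1 cells treated for 72 h at 37 degrees C in phenol-red-free DMEM containing 10% FBS.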
# HT1080NT lethal – kills 2HG-producing HT-1080-NT fibrosarcoma cells | AID 686970 | HT-1080-NT fibrosarcoma viability, CellTiter-Glo ATP luminescence, 48 h | hit rate 1.6% among 360,000 | Potency, µM (top dose mostly 46.1 µM), for the others: top-dose activity, negative = less viability, hits mostly cytotoxic;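 also: NT is the 2HG producing partner of a matched IDH1 knockdown line; potency is read from the fitted curve at half-maximal effect; 0% = DMSO-treated cells and -100% = media-only wells without cells; nearly all actives have a fitted effect of over 55% in size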
#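 HT-1080-NT; 750 cells/well; 5% FBS RPMI; 48 h compound, 37 degrees C; CellTiter-Glo luminescence; curve fitting and curve-class assignment.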
# Active calls of the source: *; ? = inconclusive; . = not tested or not shown; & = joins results of further samples; [ ] = remark or other dose. Unless noted, calls follow the shape of the dose curve; as a rule, active = well fitted curve in the direction sought with a large enough effect; inconclusive = small, poorly fitted or top-dose-only effect, or another doubt; inactive = no such curve, though single readings can be large; an effect the other way counts as inactive or inconclusive.
SMILES,IL1B secr inh,KB-3-1 cytotox,HT1080 IDH1KD tx,WRN helicase inh,MCF10A rerep,SW480 rereplic,ATXN2 expr inh,KB-V1 cytotox,HT1080NT lethal
Cc1cccc(N2CCN(CC(=O)Nc3ccc(S(=O)(=O)N4CCOCC4)cc3)CC2)c1C,-6,-24%,-30%,11%,0%,19%,-29%,-13%,-6%
CCn1cc(C(=O)NCCc2ccc(OC)c(OC)c2)c(=O)c2cc(S(=O)(=O)N3CCOCC3)ccc21,-18,20%&9%,-6%,-9%,?,-23%,0%&9%,-10%&26%,-9%
COc1cc(C2C(C(=O)c3cccs3)=C(O)C(=O)N2Cc2ccco2)cc(OC)c1OC (configuration not stated),-8,?,8%,0%,8%,?,27%,?,7%
O=C(CCC(=O)OCC(=O)c1ccc([N+](=O)[O-])cc1)NC1CCCCC1,-6,-2%,10%,7%,-68%[inhibitor],?,-4%,-5%,7%
O=C(Cc1ccc2c(c1)OCCO2)N/N=C/c1ccco1,-14,0%,0%,7%,-4%,-2%,.,-6%,4%
CC1CC(C)CN(C(=O)COC(=O)Cc2ccc(Br)cc2)C1 (configuration not stated),9,11%,5%,11%,6%,2%,0%,?,19%
O=C(NCc1cccnc1)c1ccc(-c2cccc(Cl)c2Cl)o1,?,2%,-18%,-19%[57.1 µM],16%,-7%,-13%[11.3 µM],?,-24%
COCC(=O)N(C)C1(c2nnnn2CCOC(=O)Nc2ccc(Cl)cc2)CCCC1,3,3%,-2%,-3%,20%,1%,10%,13%,3%
CCN(C[C@H]1N[C@@](Cc2ccccc2)(C(=O)OC)[C@H]2C(=O)N(C)C(=O)[C@@H]12)S(=O)(=O)c1ccc(OC(F)(F)F)cc1,-27,-10%,-9%,4%,-8%,?,-22%,?,-12%
O=C(Nc1c(C(=O)C2CC2)oc2ccccc12)c1ccc(Cl)cc1,9,-3%,-5%,-31%,30%,1%,-2%,-3%,-7%
COc1ccc(N2CCN(C(=O)c3ccc(CS(=O)(=O)c4ccccc4C)o3)CC2)cc1,19,0%,?,2%,12%,9%,-6%,?,-23%
COc1ccc(-c2cc(CNS(=O)(=O)c3ccccc3)on2)cc1,8,-10%,-3%,-10%,13%,2%,-15%,0%,-10%
CCO/N=C/c1ccc(OC)c(Oc2nc(OC)cc(OC)n2)c1,33,-21%,-19%,3%[57.1 µM],?,-1%,-7%[11.3 µM],-21%,-16%
COc1ccc(CNC(=O)CN=C2NC(=O)C(c3ccccc3)(c3ccccc3)N2)cc1,-19,6%,6%,-4%,-2%,0%,13%,-17%,1%
Cn1c(N)c(C(=O)COC(=O)C2(c3ccc(Cl)cc3)CCCC2)c(=O)n(C)c1=O,19,?,-25%,?,?,?,-20%,?,?
CCOc1cc(C=O)cc(Br)c1OCC(N)=O,32,3%,10%,-1%,12%,?,.,11%,0%
COc1ccc(/C=C2\SC(=S)N(CCCC(=O)NC3CCCC3)C2=O)cc1OC,8,?,21%,-2%,3%,?,-17%,-10%,10%
c1ccc(-n2cc(CN3CCC(N4CCOCC4)CC3)c(-c3ccc4c(c3)OCO4)n2)cc1,-66*,16%,9%,-10%,27%,?,-26%,-1%,0%
COc1ccc(-c2[nH]ncc2CNCCn2cccn2)c(F)c1,-11,4%,12%,-2%,2%,12%,.,?,2%
CCC1([N+](=O)[O-])COC(c2ccc(Cl)cc2)OC1 (configuration not stated),22,-7%,2%,-3%,-17%,-28%,2%,-16%,-3%
c1cncc(CNC2CCCc3ccccc32)c1 (configuration not stated),-1,-25%,11%,-1%,-4%,-10%,-4%,?,1%
COc1cccc(S(=O)(=O)N2CCOCC2)c1,0,-5%,-6%,-8%,-8%,-13%,0%,18%,13%
CC(C)(C#CCN1CCCC1)OCCC#N,5,-3%,6%,9%,-6%,0%,7%,-1%,8%
Cc1ccnc(NC(=O)c2ccc(S(=O)(=O)NCc3ccco3)cc2)c1,-1,?,?,1%,?,?,12%,?,?
COc1cccc(S(=O)(=O)Nc2ccc(C(=O)NCc3ccco3)cc2)c1,27,0%,-6%,-14%,12%,-10%,-13%,-5%,9%
Cc1nc2nc(CNC(=O)OC(C)(C)C)nn2c(C)c1CCC(=O)Nc1ccc2c(c1)OCO2,-2,-3%,-3%,-5%,0%,-49%[inhibitor],-6%,-5%,1%
N#CC(C(=O)NC1CC1)c1nc2ccccc2nc1N1CCN(C/C=C/c2ccccc2)CC1 (configuration not stated),12,13%,6%[9.24 µM],-10%,7%,-10%,-4%,4%,9%
COc1cc(C(=O)Nc2cccc(S(=O)(=O)N3CCCC3)c2)cc(OC)c1C,-10,?,-9%,-13%,?,1%,.,23µM*,-3%
CC(OC(=O)CSc1ccc([N+](=O)[O-])cc1)C(=O)NC1CC1 (configuration not stated),9,-2%,-7%,3%,-2%,-8%,5%,-13%,-1%
O=C(c1cccc(O)c1)N1CCN(C(=O)C2CC2)CC1,13,-1%,-8%,9%,-2%,-3%,1%,-13%,0%

# Sorted by the number under SW480 rereplic (largest number first): 3 of the compounds above
canonical_smiles	SW480 rereplic
COc1ccc(-c2[nH]ncc2CNCCn2cccn2)c(F)c1	12%
COc1ccc(-c2cc(CNS(=O)(=O)c3ccccc3)on2)cc1	2%
O=C(Nc1c(C(=O)C2CC2)oc2ccccc12)c1ccc(Cl)cc1	1%

# Next entries follow:
SMILES,IL1B secr inh,KB-3-1 cytotox,HT1080 IDH1KD tx,WRN helicase inh,MCF10A rerep,SW480 rereplic,ATXN2 expr inh,KB-V1 cytotox,HT1080NT lethal
NC(=O)CSc1nc2scc(-c3ccc(Cl)cc3)c2c(=O)n1Cc1ccccc1,55,-23%,-10%,-1%,?,20%,-3%,11%,-25%
O=C(Cn1cc2c(n1)CCCC2)NC1CCN(Cc2ccccc2)CC1,42,2%,7%,2%,13%,-4%,0%,?,-1%
CCSc1nnc(-c2ccncc2)n1Cc1ccccc1,20,21%,-3%,-4%,-2%,-22%,5%,?,-4%
O=C(NC1CC2CCC(C1)N2Cc1nnnn1Cc1ccco1)NC12CC3CC(CC(C3)C1)C2 (configuration not stated),31,-30%,2%,-13%,0%,1%,-13%,-11%,-7%
Brc1c(CSc2nncc3ccccc23)nc2ccccn12,-74*,19%,0%,28%,2%,-4%,10%,?,-9%
CCN1CCN(c2ccc(NC(=O)c3cccnc3)cc2Cl)CC1,6,-3%,10%,-6%,13%,9%,12%,0%,11%
Nc1nnnn1/N=C/c1ccc(O)cc1,-8,-6%,18%,-9%,?,-12%,0%,-3%,17%
Cc1occc1-c1nnc(SCC(=O)Nc2c(F)cccc2F)n1C,-17,-3%,12%,3%,2%,9%,5%,-14%,11%
O=C(CCCCl)NC(=S)Nc1ccc(N2CCOCC2)cc1,-3,13%,12%,1%,0%,-4%,2%,13%,20%
COc1cc2[nH]c(=O)n(CCCCCC(=O)NCCCN3CCC(C)CC3)c(=O)c2cc1OC,5,-2%,24%,6%,5%,-1%,-5%,?,-3%
COc1cc(CN2CCNC(=O)C2CC(=O)N(C)CCN2CCOCC2)cc(OC)c1 (configuration not stated),17,0%,16%,-9%,-3%,2%,-1%,?,15%
Cc1ccc(C)c(NS(=O)(=O)c2ccc3c(c2)NC(=O)CCS3)c1,5,-4%,-15%,4%,0%,3%,-14%,-10%,-23%
COc1ccccc1/C=C(/C(=O)OCC(=O)Nc1ccc(N(C)C)cc1)c1ccccc1,0,2%,0%,-4%,?,-2%,-8%,?,-8%
COc1ccc(CNC(=O)CN(CCC(C)C)S(=O)(=O)c2ccc3c(c2)OCCO3)cc1,-19,12%,0%,-14%[57.1 µM],6%,-3%,9%,-12%,2%
O=C(COC(=O)Cc1ccc(Cl)cc1)Nc1ccc(OC(F)F)cc1,5,9%,2%,0%,3%,-2%,-4%,?,1%
CN(C)CCn1c2c(c(SCC(=O)Nc3ccccc3)nc1=O)CCCC2,-18,-12%,15%,0%,4%,-7%,-9%,9%,11%
O=C(NNC(=O)c1cnccc1C(F)(F)F)c1cccc(Cl)c1,9,37%,5%,-1%,8%,8%,-3%,3%,2%
CC[C@@]12C(=O)N(c3cccc(Cl)c3)C(=O)N1[C@H](c1ccc(Br)cc1)[C@@H]1C(=O)N(C(C)(C)C)C(=O)[C@@H]12,-25,?,-12%,-4%,-2%,7%,-5%,?,-9%
O=C1c2ccccc2S(=O)(=O)N1CC1CC(c2ccccc2)=NO1 (configuration not stated),2,5%,11%,-3%,-5%,1%,66%[activator],?,6%
CN(C(=O)COc1ccc(Cl)cc1Cl)c1nnc(C23CC4CC(CC(C4)C2)C3)s1,-3,8%,2%,2%,?,1%,-14%,-3%,0%
O=C(NN=Cc1ccc(Cl)cc1Cl)c1ccccc1,-29,-23%,-14%,13%,.,.,.,2%,-11%
OCCNCCOc1ccccc1-c1ccccc1,?,-4%,-8%,8%,-2%,6%,-2%,-8%,-17%
CCOC(=O)C1=C(CN2CCSCC2)NC(=O)NC1c1ccc2c(c1)OCO2 (configuration not stated),-5,5%,1%,-6%,-2%,-3%,1%,-43%,0%
CCN1CCN(CC(O)COc2ccc3c(c2)CCC3)CC1 (configuration not stated),1,15%,8%,9%,?,0%,-14%,-18%,8%
CCOC(=O)c1ccc(CNC(=O)c2cc(COc3ccccc3SC)on2)o1,-1,-12%,-1%,-11%,?,16%,.,-32%,1%
CSCCC(NC(=O)c1ccccc1Br)C(=O)NC(C)CCc1ccccc1 (configuration not stated),0,1%,1%,-21%,1%,1%,-25%,-20%,-11%
